High-throughput results deposited in PubChem by several laboratories.
ABHD5 PLIN5 PPI = inhibitors of human ABHD5-perilipin-5 interaction; Q00G26+Q8WTS1; Split G. princeps luciferase complementation, luminescence, 4 h; inhibition, % at 4 µM; 0.78% of 360,000 active;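 active = inhibition above the mean inhibition across every tested compound plus 3 SD, cut at about 22% in these data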;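 also: 0% = DMSO only wells and the 100% control is not disclosed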
H9c2 protect = myocardial damage modulation in H9c2 cells. H9c2 cardiomyocytes, H2O2 injury protection, ATPLite, 2 h. protection from H2O2 cell death, % at 20 µM. 0.63% of 360,000 active. AID 588492;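 active = compounds giving at least 50% protection of heart cells from peroxide-induced death in the single-dose screen, raw or plate-pattern-corrected value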;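 also: 0% = DMSO wells with peroxide and 100% = DMSO wells without peroxide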
HTR2A ag = agonists of mouse serotonin 5-HT2A receptor (HTR2A) | 0.66% of 360,000 active | AID 624169 | activation, % at 7.6 µM | CHO-K1 mHTR2A beta-arrestin complementation, luminescence; percent of 30 µM serotonin response;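 active = activation above a run cutoff, the mean activation of all tested compounds plus 3 SD, cut at about 14% in these data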;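 also: 0% = plate median of compound wells and 100% = 30 µM serotonin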
aDG glyco up = alpha-DG glycosylation activation; Pro5-aDG cells, alpha-DG glycosylation AlphaScreen (IIH6); 0% Pro5, 100% B10-LARGE cell signal; activation, % at 10 µM; 0.22% of 360,000 active; AID 624168;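 active = activation of at least 8% versus controls, or a plate z-score of at least 8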;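 also: Pro5 are CHO cells carrying HIG-tagged alpha-DG that lacks glycosylation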
ABCB6 inh MLPCN = inhibitors of human ABC transporter ABCB6; fluorescence ratio to DMSO, % at 10 µM; 0.19% of 360,000 active; Q9NP58; K562-ABCB6 porphyrin accumulation, flow cytometry, 1 h; hits give low values;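 active = fluorescence ratio to DMSO below 75%, the collection mean minus 3 SD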;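 also: signal is porphyrin accumulated inside mitochondria; 100% equals median channel fluorescence of DMSO control wells; lower ratio means ABCB6 inhibition with less porphyrin fluorescence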
Target sequence (Q9NP58 whole entry, looked up): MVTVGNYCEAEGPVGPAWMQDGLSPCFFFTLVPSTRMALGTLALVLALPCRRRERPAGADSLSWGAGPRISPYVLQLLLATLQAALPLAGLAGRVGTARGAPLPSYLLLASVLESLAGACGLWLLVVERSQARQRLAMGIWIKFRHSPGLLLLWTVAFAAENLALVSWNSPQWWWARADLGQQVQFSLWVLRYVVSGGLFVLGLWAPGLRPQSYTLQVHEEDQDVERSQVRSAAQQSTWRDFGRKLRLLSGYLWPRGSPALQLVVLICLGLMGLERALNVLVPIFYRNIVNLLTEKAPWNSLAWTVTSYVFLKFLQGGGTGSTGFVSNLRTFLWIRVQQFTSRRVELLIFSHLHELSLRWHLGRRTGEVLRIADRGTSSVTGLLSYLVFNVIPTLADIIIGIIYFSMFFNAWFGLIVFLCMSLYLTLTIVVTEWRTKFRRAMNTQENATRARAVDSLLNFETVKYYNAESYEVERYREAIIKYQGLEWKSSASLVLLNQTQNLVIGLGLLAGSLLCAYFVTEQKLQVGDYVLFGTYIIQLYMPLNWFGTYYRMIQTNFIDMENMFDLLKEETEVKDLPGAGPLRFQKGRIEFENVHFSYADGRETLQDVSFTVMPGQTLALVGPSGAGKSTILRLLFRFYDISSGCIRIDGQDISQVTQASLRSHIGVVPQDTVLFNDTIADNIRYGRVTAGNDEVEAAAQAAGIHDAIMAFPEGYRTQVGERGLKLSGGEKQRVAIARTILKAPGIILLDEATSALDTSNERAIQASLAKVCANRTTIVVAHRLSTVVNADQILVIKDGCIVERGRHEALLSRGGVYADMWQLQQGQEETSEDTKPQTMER
Granule exo inh = lytic granule exocytosis inhibition; TALL-104 LAMP-1 surface exposure, flow cytometry; cells stimulated with thapsigargin and PMA; inhibition, % at 10 µM; 0.66% of 360,000 active; AID 651702;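 active = inhibition above about 55%, limit read from the data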
Glyco luc inh = blocks N-linked glycosylation in D54 reporter cells. D54 ERlucT glycosylation luciferase reporter, 24 h; percent of 100 nM tunicamycin response. 0.23% of 360,000 active. reporter increase, % at 12.5 µM;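 active = mean luciferase reporter signal, scaled so untreated is 0 and the glycosylation-blocking control 100, at or above a set limit in every replicate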;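 also: luciferase carries N-glycosylation sites so blocking glycosylation raises the light; 0% = median of neutral control wells and 100% = median of 100 nM tunicamycin wells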
MC4R antag cAMP = blocks human MC4R cAMP signaling; inhibition, % at 6.5 µM; MC4R-expressing cells, MTII-stimulated cAMP, LANCE TR-FRET; 0.48% of 360,000 active; AID 540295;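 active = inhibition above its plate's cutoff, the mean of tested wells on that plate plus 3 SD, cut at about 29% in these data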;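 also: 0% = Melanotan II alone and 100% = Melanotan II plus saturating MCL0020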
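material = U2OS cells stably expressing human melanocortin 4 receptor (MC4R) | also added = Melanotan II challenge | dosing = single nominal compound dose of 6.5 µM | detection = TR-FRET with Eu-cAMP and labeled anti-cAMP, 671 nm | replication = singlicate | timing = compound 30 min, challenge 1 h, detection 1 h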
hiPSC survival = increases survival of single human iPS cells; hiPSC single-cell survival, ATPlite luminescence; 100% = ROCK inhibitor wells, 0% = DMSO; survival enhancement, % at 20 µM; 0.044% of 360,000 active; AID 602274; in the data active = survival enhancement above about 18%;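 also: cells exposed to compounds for 16 hours before the ATP read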
MC4R ag barr = human MC4R agonism via beta-arrestin | P32245 | U2OS MC4R beta-arrestin complementation, luminescence; percent of melanotan II response, DMSO zero | 0.98% of 360,000 active | AID 540308 | activation, % at 8.9 µM;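 active = activation above a per-plate cutoff, the mean activation of sample wells on that plate plus 3 SD, cut at about 8% in these data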
An asterisk follows results filed as active; nt = no result given.

SMILES | ABHD5 PLIN5 PPI | H9c2 protect | HTR2A ag | aDG glyco up | ABCB6 inh MLPCN | Granule exo inh | Glyco luc inh | MC4R antag cAMP | hiPSC survival | MC4R ag barr
COc1ccc(CCC(=O)Nc2nccs2)cc1OC | -10 | 1 | 1 | 0.0 | 99 | -2 | -4 | 5 | 0.1 | -1.4
CCOc1cc(CNn2nnnc2N)cc(Cl)c1OCC(=O)NC(C)(C)C | -1 | 6 | 2 | -0.2 | 103 | -2 | 1 | -1 | -1.1 | 3.1
CCCN(C(=O)CCNC(=O)c1ccc(Cl)cc1)c1c(N)n(Cc2ccccc2)c(=O)[nH]c1=O | -6 | 14 | 2 | -0.2 | 92 | -2 | -1 | 4 | 10 | 0.2
COc1ccccc1C(=O)Nc1nc(N)n(-c2ccccc2)n1 | 6 | -1 | -1 | -0.5 | 91 | -2 | 2 | 5 | -2.9 | -0.9
CCC(C)(C)c1ccc(OCCCC[n+]2ccccc2)c(C(C)(C)CC)c1 | 20 | -11 | -3 | 0.2 | 94 | 5 | 5 | 13 | -4.0 | 12*
COc1ccc(NC(=O)c2cccnc2Sc2ccccc2)c(OC)c1 | -3 | -3 | -1 | 0.1 | 101 | -5 | -1 | 1 | 0.0 | -1.0
Cc1cccc(C(=O)NCC(=O)NC2CCN(Cc3ccccc3)CC2)c1 | 0 | 0 | -8 | 0.0 | 102 | 0 | 1 | 7 | 0.1 | 0.6
Cn1cccc1C(=O)OCC(=O)Nc1cc(C(C)(C)C)nn1-c1ccccc1 | -4 | -5 | 3 | 0.2 | 93 | 8 | -3 | 17 | -0.7 | 0.4
CCOC(=O)CSc1nnc2c(n1)C1(C)CCC2C1(C)C (stereo not drawn) | 7 | 4 | 5 | 0.2 | 99 | 3 | 2 | 2 | -3.2 | -1.2
Cc1ccnc(NCc2cc(Cl)cc(Cl)c2O)c1 | -1 | -5 | -2 | 0.0 | 93 | -4 | 0 | 10 | 2.4 | 3.0
CCCNC(=O)c1cc(S(=O)(=O)N2CCC3(CC2)OCCO3)ccc1F | -1 | 3 | 1 | 0.4 | 101 | 9 | -2 | 13 | 15 | 1.4
Cc1ccc(CC2S/C(=N/N=C/c3ccco3)NC2=O)cc1 (stereo not drawn) | -2 | -14 | 1 | 0.0 | 106 | -1 | 1 | -1 | -0.2 | 0.1
CCCCNC(=S)Nc1cc(S(=O)(=O)N2CCCCC2)ccc1C | -4 | 2 | -4 | 0.0 | 97 | -2 | -2 | 7 | 0.0 | -1.3
COC(=O)C1=C(C)N(Cc2ccco2)C(=O)N[C@@H]1c1ccc(Br)cc1 | -6 | 4 | 3 | 0.9 | 108 | 56* | 2 | 5 | 2.8 | 0.1
Cc1oc(-c2ccccc2Cl)nc1CS(=O)CC(=O)NCc1ccc2c(c1)OCO2 (stereo not drawn) | 6 | 2 | -7 | 0.1 | 103 | -2 | -1 | 1 | 0.0 | 0.3
CC1=C(C(=O)N(C(C)C)C(C)C)CC(CC(=O)NC2CCCCC2)C(=O)N1Cc1ccccc1 (stereo not drawn) | -8 | -1 | -2 | 0.1 | 99 | -4 | 2 | -2 | -0.3 | -0.4
Cc1ccnc(NCc2cc(Cl)ccc2O)c1 | -7 | 3 | -6 | 0.0 | 93 | 0 | 0 | 18 | 0.0 | 2.0
COc1ccc(N2CCN(C(=O)CC(NC(N)=O)c3cccc(Oc4ccccc4)c3)CC2)cc1 (stereo not drawn) | 4 | 0 | 4 | -0.2 | 96 | 9 | -1 | -1 | 1.0 | -0.6
CCOC(=O)N1CCN(C(=O)CN(C)S(=O)(=O)c2ccc(Cl)cc2)CC1 | 7 | 1 | 4 | 0.1 | 96 | -17 | 1 | 1 | 0.1 | 0.2
Cc1cccc(C)c1NC(=O)CN(C)C(=O)C1CC1C (stereo not drawn) | 4 | 5 | 9 | 0.2 | 93 | -4 | 2 | 11 | -0.1 | -0.7
O=C(CNc1ccc2ccccc2c1)N/N=C/C=C/c1cccc([N+](=O)[O-])c1 | 4 | -11 | 1 | 0.4 | 97 | 4 | 1 | -2 | -1.3 | -0.5
Cc1ccc(C(=O)CCC(=O)OCC(=O)N(C)c2c(N)n(Cc3ccccc3)c(=O)[nH]c2=O)cc1 | -17 | -6 | -4 | 0.0 | 101 | -2 | 1 | -2 | 0.9 | 0.2
CCCCSCc1[nH]c(=O)[nH]c1C(=O)CCCCC(=O)OCC | 2 | 2 | -3 | -0.1 | 98 | 0 | -1 | 4 | 2.0 | -0.3
Cc1ccc(S(=O)(=O)N(C)CC(=O)NCCc2c[nH]c3ccccc23)cc1 | 9 | -6 | 6 | -0.1 | 91 | 38 | 1 | 9 | -0.1 | 0.1
COc1ccc(-c2cc(C(=O)NCc3cccs3)no2)cc1 | 1 | -6 | -4 | 0.0 | 100 | -6 | -4 | 16 | -0.5 | 1.7

Overlap with the part before: 6 compounds, then new ones.
SMILES | ABHD5 PLIN5 PPI | H9c2 protect | HTR2A ag | aDG glyco up | ABCB6 inh MLPCN | Granule exo inh | Glyco luc inh | MC4R antag cAMP | hiPSC survival | MC4R ag barr
Cc1cccc(C)c1NC(=O)CN(C)C(=O)C1CC1C (stereo not drawn) | 4 | 5 | 9 | 0.2 | 93 | -4 | 2 | 11 | -0.1 | -0.7
O=C(CNc1ccc2ccccc2c1)N/N=C/C=C/c1cccc([N+](=O)[O-])c1 | 4 | -11 | 1 | 0.4 | 97 | 4 | 1 | -2 | -1.3 | -0.5
Cc1ccc(C(=O)CCC(=O)OCC(=O)N(C)c2c(N)n(Cc3ccccc3)c(=O)[nH]c2=O)cc1 | -17 | -6 | -4 | 0.0 | 101 | -2 | 1 | -2 | 0.9 | 0.2
CCCCSCc1[nH]c(=O)[nH]c1C(=O)CCCCC(=O)OCC | 2 | 2 | -3 | -0.1 | 98 | 0 | -1 | 4 | 2.0 | -0.3
Cc1ccc(S(=O)(=O)N(C)CC(=O)NCCc2c[nH]c3ccccc23)cc1 | 9 | -6 | 6 | -0.1 | 91 | 38 | 1 | 9 | -0.1 | 0.1
COc1ccc(-c2cc(C(=O)NCc3cccs3)no2)cc1 | 1 | -6 | -4 | 0.0 | 100 | -6 | -4 | 16 | -0.5 | 1.7
COc1ccc(-c2cn[nH]c2-c2ccc(OCC(=O)NN)cc2O)cc1OC | -4 | -2 | 0 | -0.1 | 99 | -12 | 2 | 28 | 0.6 | 0.1
CCCCCCCC(=O)N/N=C/c1ccc([N+](=O)[O-])o1 | 3 | -10 | 0 | 0.9 | 117 | 7 | 7 | -10 | -1.8 | 1.2
Cc1nn(-c2ccc(N3CCOCC3)nn2)c(C)c1CCC(=O)Nc1ccc(F)cc1 | 3 | 4 | 7 | -0.1 | 103 | -3 | 2 | -5 | -0.4 | -0.6
CN(C)C(=O)C12CCC(C)(C(=O)C1Br)C2(C)C (stereo not drawn) | -5 | 0 | 0 | -0.1 | 97 | -3 | 2 | -3 | -0.5 | 0.1
COc1ccc(S(=O)(=O)N(C)CC(=O)NCCN2CCOCC2)cc1C | 4 | 2 | 1 | 0.3 | 100 | 10 | 5 | 16 | 1.2 | -1.2
CCn1c(CC(=O)Nc2ccc(F)cc2)nnc1SCC(=O)Nc1nnc(C)s1 | -5 | -6 | -5 | 0.0 | 100 | -16 | 0 | 30* | 1.3 | 2.7
Nc1c(C(=O)c2ccccc2)sc2nsc(SCCN3CCCC3)c12 | 1 | -8 | -4 | 0.3 | 165 | 64* | 18 | 4 | -0.2 | -2.0
CCOc1cc(C=O)ccc1OCCSc1ccc(Cl)cc1 | -12 | -2 | 8 | 0.4 | 98 | 1 | -1 | -2 | 0.0 | 4.9
COc1ccc(NS(=O)(=O)c2cccc(C(=O)N3CCN(S(=O)(=O)c4ccccc4)CC3)c2)cc1 | -13 | -10 | 1 | 0.5 | 93 | -6 | -5 | 7 | -0.6 | -0.9
COc1ccccc1Nc1nc2nonc2[nH]c1=O | 9 | 4 | 0 | -0.2 | 100 | 1 | 0 | -5 | 2.8 | -2.5
COc1ccc(S(=O)(=O)Nc2cc(Cl)ccc2-n2cncn2)cc1 | 4 | 14 | 8 | -0.3 | 94 | -5 | -1 | 6 | -0.4 | -1.1
C[C@H]1CN([C@@H](C)CO)C(=O)CCCn2nncc2CO[C@H]1CN(C)C(=O)Nc1ccc2c(c1)OCO2 | 1 | -9 | 2 | -0.2 | 102 | 1 | 3 | -2 | -0.6 | -0.8
CC(=O)Nn1cc2c(c1-c1ccccc1)c(=O)n(C)c(=O)n2C | 1 | -4 | -1 | -0.1 | 101 | -2 | -1 | 9 | 2.9 | -0.6
Cc1ccc2c(c1)C1CN(C)CCC1N2C(=S)Nc1ccc(Cl)cc1Cl (stereo not drawn) | 2 | 7 | -9 | 0.0 | 100 | -1 | -2 | 3 | -0.1 | -1.9
CN(C=C1C(=O)CC(C)(C)CC1=O)CCN1CCNCC1 | 2 | -7 | 2 | -0.1 | 94 | 2 | 3 | -3 | -2.7 | 0.1
O=C1CCC(C(=O)N2CCOCC2)CN1Cc1ccc(Cl)cc1 (stereo not drawn) | -5 | 2 | -4 | 0.1 | 96 | -3 | 3 | 1 | -0.1 | -3.0
O=C(NNC(=O)c1cc(-c2ccc(Cl)cc2Cl)nc2ccccc12)Nc1ccccc1 | 4 | 39 | 1 | 0.1 | 93 | 5 | -2 | 4 | -2.6 | 0.1
O=C(Nc1c(Cl)cccc1Cl)Oc1cccc2cccnc12 | 0 | 34 | -2 | 0.1 | 99 | -7 | -4 | nt | 0.1 | nt
O=C(c1ccc(Cl)cc1)N1CCN(CCOc2ccccc2)CC1 | -7 | -7 | -9 | 0.2 | 97 | -3 | -3 | -2 | 0.0 | -0.9
Cc1cccc(CSCC(=O)N2CCN(S(=O)(=O)c3ccccc3C#N)CC2)c1 | -4 | 18 | -2 | -0.1 | 96 | 1 | 0 | -2 | 1.2 | -1.6
Cc1coc2c(C)c3oc(=O)c(CCC(=O)N4C[C@H]5C[C@@H](C4)c4cccc(=O)n4C5)c(C)c3cc12 | -7 | 4 | 1 | -0.2 | 100 | 3 | -4 | 9 | -1.5 | 0.1
C/C(CC(=O)Nc1ccc2c(c1)OCO2)=N\NC(=O)c1ccccc1N | 1 | 4 | 2 | 0.0 | 95 | -3 | 0 | 21 | -0.1 | 2.4
O=c1[nH]c2nc(Cl)nc(Cl)c2[nH]1 | -2 | -2 | 1 | -0.1 | 99 | 14 | 3 | 11 | -0.3 | -2.6
COc1ccc(NC(=O)c2cc(-c3cc(Cl)ccc3C)n[nH]2)cc1OC | -12 | -1 | -5 | -0.2 | 97 | 2 | 15 | -3 | -3.9 | -1.9
CCC(=O)Nc1ccc(S(=O)(=O)N2CCC(c3nc4ccccc4[nH]3)CC2)cc1 | -2 | 4 | 0 | -0.4 | 96 | -22 | -1 | 5 | 0.8 | -1.3
N#CCCCc1cc2cc(F)ccc2cn1 | -2 | 4 | -6 | -0.3 | 90 | 0 | 4 | 0 | -2.9 | -1.6
CCN(CC)CCNC(=O)c1ccc(NC(=O)Cc2ccsc2)cc1 | 2 | 1 | -6 | 0.0 | 105 | 11 | -4 | 0 | -0.5 | 0.7
